Rad51 HR inh: blocks human Rad51 in homologous recombination. hRad51 DNA strand exchange, fluorescence dequenching. inhibition, % at 10 µM. 200,000 tested, 0.085% active. AID 1385;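 active means inhibition above 40% at the single screening dose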;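 further: 0% = DMSO control wells and 100% = blanks with heterologous ssDNA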
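Read-out basis: percent inhibition relative to plate controls and blanks / Assay system: human Rad51 nucleoprotein filaments preassembled on unlabelled ssDNA / Timing: filaments 15 min 37 °C, then compound 30 min / Control set: per-plate controls and blanks / Technique: fluorescence dequenching at 485/520 nm / Compound: 10 µM final, single point / Also added: Fluorescein- and BHQ1-tagged 47-mer duplex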
eIF4E-4G inh: blocks eIF4E binding to eIF4G. inhibition, % at 21.7 µM. P63073+Q04637. AID 782. TR-FRET eIF4E-eIF4GI(517-606) binding, 2 h. 220,000 tested, 0.37% active;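 further: 0% = full FRET control wells and 100% = background wells lacking eIF4GI fragment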
KLK5 inh: kallikrein 5 (human) inhibition. Q9Y337. recombinant hK5, fluorogenic AMC substrate cleavage. inhibition, % at 5 µM. 210,000 tested, 0.59% active. AID 873;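 active means inhibition of 40% or more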;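 further: 0% = enzyme controls without compound and 100% = no-enzyme blanks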
Furin inh: human furin inhibition; inhibition, % at 30 µM; AID 463115; 220,000 tested, 0.061% active; purified furin, fluorogenic substrate cleavage; P09958; in the data active means inhibition above about 25%; further: inactives centre near -15
14-3-3 Bad PPI: disrupts binding of bovine 14-3-3 zeta to phospho-Bad peptide. AID 781. 220,000 tested, 0.71% active. inhibition, % at 21.7 µM. TR-FRET 14-3-3zeta/Dy647-pBad peptide displacement, 1 h. P63103;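 active means inhibition above about 70%, limit read from the data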;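 further: 0% = full 14-3-3 plus peptide FRET controls and 100% = background without 14-3-3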
KCC2 mod: modulators of human KCC2 chloride dependent transport; Q9H2X9; B-score of Tl+ flux slope (higher = more flux/activation; lower = inhibition) at 10 µM; 190,000 tested, 2.2% active; KCC2 cells, thallium flux FluoZin-2 fluorescence;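 active means thallium flux slope and its plate-corrected score both differing from the plate sample mean at a set confidence after two filtering rounds, in either direction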;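 further: slope of fluorescence scaled to starting intensity during 10 to 20 s after thallium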
Thrombin inh: blocks human thrombin protease activity. P00734. alpha-thrombin, Boc-VPR-AMC fluorogenic substrate cleavage. inhibition, % at 5 µM. 220,000 tested, 0.26% active;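 active means inhibition at or above 40%; inactive means inhibition below 40%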;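 further: 0% = enzyme with no compound and 100% = wells without enzyme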
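Test system: human alpha-thrombin; medium: pH 7.5 Tris-saline with Tween 20; times: reaction at room temperature; signal: AMC fluorescence at 355 nm excitation and 460 nm emission; also added: Boc-VPR-AMC substrate, 15 µM final; dosing: one concentration per compound, 5 µM, with 0.2% DMSO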
p47phox inh: blocks human p47phox regulatory protein of NADPH oxidases; P14598; p47phox/p22phox peptide binding, fluorescence polarization, 2 h; inhibition, % at 24.7 µM; 220,000 tested, 0.53% active;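 further: 0% = p47phox with labelled peptide and 100% = labelled peptide alone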
EBV gp42 block: blocks Epstein-Barr virus glycoprotein 42 binding; Q1HVG2; Fluorescence polarization binding assay, mP read-out; inhibition, % (tested at 21.74 µM); 220,000 tested, 0.42% active; AID 1085; in the data active means inhibition above about 50%
Numbers without * were called inactive; . = not tested or not shown; [ ] = dose if it differs, or a comment.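 How the source made its calls, unless noted: active means inhibition above about 30% (limit read from the data); inactive means the rest.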

compound,14-3-3 Bad PPI,Thrombin inh,EBV gp42 block,eIF4E-4G inh,Furin inh,KCC2 mod,p47phox inh,Rad51 HR inh,KLK5 inh
COc1ccccc1CNC(=O)CCCNS(=O)(=O)c1cccc2nsnc12,2,3,2,7,-18,.,2,3,-15
CCOC(=O)N1CCC(n2c(SCC(=O)c3ccccc3)nc3ccsc3c2=O)CC1,15[fluorescence artefact?],1,-22,-55,-20[20 µM],0.65,3,-1,-8
CC(=O)OC12CC3CC(C1)C(=NO)C(C3)C2,-1,5,6,7,-15[20 µM],0.052,-66,-14,-1
O=C(COC(=O)c1cc[n+]([O-])cc1)NCC12CC3CC(CC(C3)C1)C2,8[fluorescence artefact?],-2,-15,-6[fluorescence artefact?],-25[20 µM],-0.06,-9,3,-3
CCCC(=O)O[C@@H]1C[C@@H](C)N(C(=O)c2ccccc2)c2ccc(C)cc21,5,3,0,5,-14[20 µM],-1.7,-4,-12,1
COc1ccc(Cl)c2c1[nH]c1nc(SCc3cccnc3)nnc12,9,-4,-15,7,-13,-0.2,-5,2,4
COc1ccc(OCC(=O)Nc2sc3c(c2C(=O)NCC2CCCO2)CCC3)cc1 (stereo unspecified),-10,14,-14,-14[fluorescence artefact?],-11[20 µM],.,-6,1,-2
CCS(=O)(=O)N1CCC(NC(=O)c2ccco2)CC1,26[fluorescence artefact?],-5,5,9[fluorescence artefact?],-19,1.1,-2,-1,9
N=c1n(CCCOc2ccc(F)cc2)c2ccccc2n1CC(N)=O,3,-3,-13,1,-28,-0.76,-14,.,2
COc1ccc(S(=O)(=O)CCC(=O)Nc2cccc(OC)c2)cc1,-9,-2,-22,-5,-20,0.46,0,-1,-2
CC(Cc1c[nH]c2ccccc12)NC(=O)OCCCl (stereo unspecified),3,-5,-1,2,-16,-0.85,-3,8,-18
N/C(Cc1ccc([N+](=O)[O-])cc1)=N\OC(=O)c1ccc([N+](=O)[O-])cc1,-5,-6,3,2,-8[20 µM],-0.31,5,.,-12
COC(=O)CN1C(=O)C2(OCCCO2)c2ccccc21,-3,0,-6,-1,-21,.,-4,3,-12
O=C(OCC(=O)N1CCc2ccccc21)c1ccc[nH]c1=O,-4,-5,-17,1,-10,-0.19,-2,1,-6
COc1ccccc1NC(=O)Cc1noc(CSc2nnc(C)n2C)n1,-18,-1,-11,1,-16,0.81,-20,8,1
CCC12C(=O)C(CC)(C(c3ccccc3)=C1c1ccccc1)[C@@H]1C(=O)N(c3ccc(C)cc3)C(=O)C12 (stereo partly specified),10,1,3,-1,-10,0.19,-5,6,-8
Cc1cc(N(CCO)CCO)ccc1N=Nc1cc(F)ccc1F,-6,2,-5,1,-11,-0.43,-44,4,2
CC(C)N1C(=O)CCC1C(=O)N1CCN(c2ccccn2)CC1 (stereo unspecified),-7[fluorescence artefact?],-1,0,-1,-9,0.4,-1,.,-10
Cc1ccccc1N1C(S)=C(C#N)C(=O)NC12CCCCC2,-9,2,1,3,-1,-1.3,-3,4,-21
CC(C)(C)S(=O)(=O)/C(C#N)=N/Nc1ccc(S(C)(=O)=O)cc1,2,-8,2,1,20,0.0097,-2,-4,-2
CCOC(=O)C1=C(N)OC2=C(C(=O)CCC2)C1c1ccco1 (stereo unspecified),-9,11,4,6[fluorescence artefact?],-15,.,-8,3,16
COc1ccc(/C=C/C=N/NC(=O)COc2ccc(OC)cc2)cc1,4[fluorescence artefact?],0,-5,4,-23,-1.3,-3,10,-7
CC(OC(=O)c1ccc2c(=O)n3c(nc2c1)CCCCC3)C(=O)Nc1ccc(F)cc1Cl (stereo unspecified),43[fluorescence artefact?],-9,-11,10,-3,1.6,29,-4,-8
Cc1cccc(/N=C/c2sc3ccccc3c2O)n1,-16,-3,-18,3,-11,.,-44,-75,-1
Cc1ccc(-c2cc(C(=O)Nc3c(C)n(C)n(-c4ccccc4)c3=O)[nH]n2)c(O)c1,-17[fluorescence artefact?],-7,0,-7[fluorescence artefact?],-15,0.19,-10,7,-15
Oc1c(CN2CCN(c3ccccc3)CC2)cc(Br)c2cccnc12,-12,3,-12,-10,-24,3.1,-80,14,-16
CN(C)c1cccc(C(=O)NCc2ccc(Cl)cc2)c1,-6,-6,3,2,-19,-0.42,4,12,-2
COc1ccc(NC(=O)COc2cccnc2[N+](=O)[O-])cc1OC,-2,-1,-4,2,-16,0.94,-6,4,-3
N=c1c2c(-c3ccccc3)c(-c3ccccc3)n(Cc3ccco3)c2ncn1CCO,-9,-3,-13,-2,-28[20 µM],-0.2,-4,5,-8
COc1ccc(NCc2nnc(SCC(=O)c3ccc(OC)cc3)o2)cc1,-6,-1,8,-2,-7[20 µM],.,-4,-3,0

Entries of single compounds as entered above:
Listed for Cc1cccc(/N=C/c2sc3ccccc3c2O)n1 → 14-3-3 Bad PPI: -16; Thrombin inh: -3; EBV gp42 block: -18; eIF4E-4G inh: 3; Furin inh: -11; KCC2 mod: .; p47phox inh: -44; Rad51 HR inh: -75; KLK5 inh: -1
Listed for Cc1cc(N(CCO)CCO)ccc1N=Nc1cc(F)ccc1F → 14-3-3 Bad PPI: -6; Thrombin inh: 2; EBV gp42 block: -5; eIF4E-4G inh: 1; Furin inh: -11; KCC2 mod: -0.43; p47phox inh: -44; Rad51 HR inh: 4; KLK5 inh: 2

The list goes on.
compound,14-3-3 Bad PPI,Thrombin inh,EBV gp42 block,eIF4E-4G inh,Furin inh,KCC2 mod,p47phox inh,Rad51 HR inh,KLK5 inh
CCC(CC)c1nnc(NC(=O)c2nc3nc(C)cc(C)n3n2)s1,-3[fluorescence artefact?],-22,-14,2,-25[20 µM],0.36,-7,-1,2
CCOC(=O)c1sc(Nc2nc3ccc(OC)cc3s2)cc1C,-6,10,17,4[fluorescence artefact?],-9,0.8,-38,-10,-11
Cc1ccc(-c2csc(-c3c[nH]c4ccccc34)n2)cc1,-2,2,-6,-2,-21[20 µM],0.67,-8,-6,6
COc1ccc(CN2c3cc(S(=O)(=O)N4CCOCC4)ccc3N3CCCC32)cc1 (stereo unspecified),6,-7,-4,-4,-12[20 µM],.,1,6,-1
COc1ccc2[nH]c(=O)c(CNC3CCCCC3)cc2c1,16,2,-10,0,-23[20 µM],1.7,-12,-3,-1
Clc1ccc(C(c2nnnn2C2CCCC2)N2CCN(Cc3ccncc3)CC2)cc1 (stereo unspecified),45,0,-9,6,-8,.,-4,0,-10
COc1cccc(/C=N/N2C(=O)NC3(CCCCC3)C2=O)c1O,-2,-2,5,-3,-8[20 µM],-0.62,1,3,-14
Cc1ccc(S(=O)(=O)Nc2ccccn2)cc1[N+](=O)[O-],-3,-7,-9,1,-17,-0.61,4,11,11
Cc1ccc(CSCC(=O)Nc2ccc3c(c2)OCO3)cc1,-11,-3,-23,1,-9[20 µM],-0.41,2,1,46*
Cc1ccccc1CO/N=C/c1[nH]ncc1Br,0,-2,-5,6,-20,.,-2,16,-1
Oc1ccccc1N=Nc1ccccc1O,-8,-6,-2,-7,-17,-0.7,-7,-16,-9
Cc1nc(C)c(C(=O)Nc2nc3c(C)cccc3s2)o1,8[fluorescence artefact?],1,24,12,-14,.,-6,2,-36
NS(=O)(=O)c1ccc(CCNC(=O)CSc2nc3ccccc3c3nc(CCN4CCCCC4)nn23)cc1,15,1,4,0,-18,2.8,-8,-17,-5
CCOc1ccc(-n2c(SCC(=O)Nc3cc(OC)c([N+](=O)[O-])cc3C)nc3ccccc32)cc1,-8,-7,1,-2,-7,0.16,-53,5,-14
NC(=O)c1cc(Br)cc2c3c([nH]c12)CCCC3,-9[fluorescence artefact?],1,10,-3[fluorescence artefact?],-2,.,-10,2,-9

Reprinted from the part before: two entries, then new ones.
compound,14-3-3 Bad PPI,Thrombin inh,EBV gp42 block,eIF4E-4G inh,Furin inh,KCC2 mod,p47phox inh,Rad51 HR inh,KLK5 inh
CCOc1ccc(-n2c(SCC(=O)Nc3cc(OC)c([N+](=O)[O-])cc3C)nc3ccccc32)cc1,-8,-7,1,-2,-7,0.16,-53,5,-14
NC(=O)c1cc(Br)cc2c3c([nH]c12)CCCC3,-9[fluorescence artefact?],1,10,-3[fluorescence artefact?],-2,.,-10,2,-9
O=C(Cc1ncn[nH]1)NCCc1ccccc1,-3,-13,-5,-2,-26,.,5,2,-30
COC(=O)c1c(NC(=O)Cc2ccccc2)sc2c1C(C(=O)OC)CC2 (stereo unspecified),-21,1,-3,-3,-15,-0.16,-16,-3,6
COc1ccc(NC(=O)ON=C2c3ccccc3-c3ccccc32)cc1,-2,-2,-9,1,-6[20 µM],0.0065,-11,-1,-1
CCCSC1=C(C#N)C(c2ccccc2C)C(C(=O)OC)C(=O)N1 (stereo unspecified),14,-2,-14,-1,-16,-1.2,-14,6,2
Cc1[nH]nc(S(=O)CC(=O)O)c1[N+](=O)[O-] (stereo unspecified),49,-8,9,-4,-21,-0.72,0,7,-7
Cc1cccn2c(=O)c(C=O)c(Cl)nc12,10,-7,2,3,-11,-0.72,-2,.,3
N#CCc1ccc(NS(=O)(=O)c2ccc(N3CCCC3=O)cc2)cc1,-8,-7,-8,2,-15,0.61,-4,0,-6
O=C(O)c1cccc2[nH]c(C(F)(F)F)nc12,22,-4,-12,5[fluorescence artefact?],-23,0.55,-2,6,-26
C=CC#CC1(O)CC(C)N(C)CC1C (stereo unspecified),2,31,-3,-4,-3,-0.053,-1,-7,46*

Arranged by count of non-hydrogen atoms (ascending): four of the compounds above
compound,14-3-3 Bad PPI,Thrombin inh,EBV gp42 block,eIF4E-4G inh,Furin inh,KCC2 mod,p47phox inh,Rad51 HR inh,KLK5 inh
CC(C)(C)S(=O)(=O)/C(C#N)=N/Nc1ccc(S(C)(=O)=O)cc1,2,-8,2,1,20,0.0097,-2,-4,-2
COc1ccc(NC(=O)COc2cccnc2[N+](=O)[O-])cc1OC,-2,-1,-4,2,-16,0.94,-6,4,-3
CCC12C(=O)C(CC)(C(c3ccccc3)=C1c1ccccc1)[C@@H]1C(=O)N(c3ccc(C)cc3)C(=O)C12 (stereo partly specified),10,1,3,-1,-10,0.19,-5,6,-8
NS(=O)(=O)c1ccc(CCNC(=O)CSc2nc3ccccc3c3nc(CCN4CCCCC4)nn23)cc1,15,1,4,0,-18,2.8,-8,-17,-5
